# TDP1 cell noCPT: qHTS for Inhibitors of human tyrosyl-DNA phosphodiesterase 1 (TDP1): qHTS in cells in absence of CPT; hit rate 15% among 420,000; DT40 Tdp1-/- hTDP1 cells, no CPT, ATP luminescence, 48 h; Potency, µM (series often up to 46.2 µM), for inactives: at the highest dose activity change, negative = growth inhibition, most hits filed as inhibitors; active = well fitted inhibition curve with a large enough effect; inconclusive = small, poorly fitted or top-dose-only effect; note: nearly all actives have a fitted effect of over 55% in size
#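 No-CPT arm: Tdp1-/-;hTDP1 DT40 cells (400/well) plus compounds, incubated ≥48 hr at 37 °C. Readout CellTiter-Glo luminescence.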
# An asterisk follows results filed as active; ? = inconclusive; & = joins results of further samples. % is set by controls: 0 for no effect and ±100 for the full control effect; potency is the fitted concentration of half-maximal effect.
SMILES,TDP1 cell noCPT
COc1ccc(NC(=O)N(C)C[C@H]2Oc3ccc(NS(=O)(=O)c4ccccc4)cc3C(=O)N([C@H](C)CO)C[C@@H]2C)cc1,-2%
O=C(CSc1nc2ccccc2c(=O)n1Cc1ccco1)NCc1ccccc1,-9%
N#Cc1ccc2sn(-c3ccccc3)c(=O)c2c1,4.6µM*
O=C(NCCN1CCOCC1)c1cnn(-c2nccc(-c3ccccc3C(F)(F)F)n2)c1C1CC1,-13%
Cc1ccc(-c2ccnc(-n3ncc(C(=O)NCCN4CCOCC4)c3C3CC3)n2)o1,-24%
COc1ccc(NC(=O)c2ccc(COc3ccccc3Br)o2)c(OC)c1,?
SCc1nc2ccc(Cl)cc2[nH]1,4µM*
COC1=C(C)C(=O)C2=C(C1=O)C1C3CC4=C(C(=O)C(OC)=C(C)C4=O)C(CNC(=O)C(C)=O)N3C(C#N)C(C2)N1C (centres undefined),0.026µM*
CC(=O)Nc1ccc(-c2ccnc3c2CC(C)(C(=O)Nc2cccc(C(F)(F)F)c2)O3)cc1 (centres undefined),?
CC(=O)N1CCC(C(=O)Nc2cc(S(=O)(=O)N3CCCCC3)ccc2C)CC1,-16%
CC(=O)Nc1ccc(/C=N/NC(=O)CC2CCCCC2)cc1,?
Cc1cccc(C)c1-n1nnnc1C1(C)CCC(=O)N1CCCn1ccnc1 (centres undefined),-22%
CCOc1ccc(CCNC(=O)COC(=O)c2ccc(C)c(S(=O)(=O)N3CCOCC3)c2)cc1OCC,-4%
CCCSc1nc(N)nc2c1ncn2C1OC(CO)C(O)C1O (centres undefined),-2%
O=C(OCCO)c1c(-c2ccccc2)oc2c1C(OCCO)CCC2 (centres undefined),-18%
CC(=O)Oc1ccc2occ(C(=O)c3ccccc3)c2c1,-17%
COc1ccc(NC(=O)COC(=O)Cc2cccs2)cc1Cl,4%
CC(C)(C)S(=O)(=O)N1Cc2cc(=O)n(Cc3ccccc3)c(CCO)c2[C@H]1CCO,-5%
COc1ccc(S(=O)(=O)N2CCCCC2c2cc(C(=O)NCc3ccc(F)cc3)no2)cc1 (centres undefined),?
COCCN1C[C@@H](CO)O[C@@H](n2cnc3c(NCCO)ncnc32)C1,?
Cc1ccc(Cc2c(-c3ccc(Cl)cc3)nc3ccc(Cl)cn23)cc1,21µM*
CC(C)(C)Cc1c(-c2ccc(Cl)cc2)nc2ccc(Br)cn12,?
Cc1ccc(-n2nnnc2-c2ccccc2Br)cc1,-24%
CN1CCN(c2ccc(CNC(=O)C3Cc4c(-c5ccccc5)ccnc4O3)cc2)CC1 (centres undefined),?
CSc1ncccc1C(=O)OCC(=O)N(C)Cc1ccc(C)cc1,?
CCN(CC)CCNC(=O)c1ccc(NC(=O)c2ccc(S(=O)(=O)N(C)c3ccccc3OC)cc2)cc1,-14%
CC1(Oc2ccc3ccccc3c2)CCN(Cc2cccn2-c2nccs2)C1 (centres undefined),23µM*
CCCCCCCCN1C(=O)[C@H](CC(=O)NCCCN2CCCC2=O)C[C@@]2(C(=O)OC)CC(C)(C)CC=C12,13µM*
CC(=O)N1CC2(CC(c3ccccc3C(F)(F)F)=NO2)CN1c1ccc(Cl)cc1 (centres undefined),?
C[C@H]1CN([C@@H](C)CO)C(=O)CCCn2nncc2CO[C@H]1CN(C)C(=O)Cc1ccccc1,0%

# Some of the entries so far, tab-delimited.
mol	TDP1 cell noCPT
CCN(CC)CCNC(=O)c1ccc(NC(=O)c2ccc(S(=O)(=O)N(C)c3ccccc3OC)cc2)cc1	-14%
CC1(Oc2ccc3ccccc3c2)CCN(Cc2cccn2-c2nccs2)C1 (centres undefined)	23µM*
CCCCCCCCN1C(=O)[C@H](CC(=O)NCCCN2CCCC2=O)C[C@@]2(C(=O)OC)CC(C)(C)CC=C12	13µM*
CC(=O)N1CC2(CC(c3ccccc3C(F)(F)F)=NO2)CN1c1ccc(Cl)cc1 (centres undefined)	?
C[C@H]1CN([C@@H](C)CO)C(=O)CCCn2nncc2CO[C@H]1CN(C)C(=O)Cc1ccccc1	0%

# Next part:
SMILES,TDP1 cell noCPT
CCOC(=O)C1(C)CCN1C(=O)c1cc(-c2ccc(Cl)cc2)oc1C (centres undefined),5.2µM*
COc1ccc(N(CC(=O)Nc2ccc(S(=O)(=O)N3CCOCC3)cc2)S(C)(=O)=O)cc1OC,-4%
C#Cc1ccc(NC(=O)C2(C)CCN2C(=O)Cc2ccc(C(C)C)cc2)cc1 (centres undefined),?
O=C1OCCOC2CCCc3oc(-c4ccccc4)c1c32 (centres undefined),-25%
CSC[C@H]1CN(Cc2ccccc2)C(=O)[C@@H]1CC(=O)Nc1ccccc1,?
COc1ccc(C(=O)C2CCCN(C(=O)Cn3nc(C)nc3C)C2)cc1F (centres undefined),-14%
O=C(NCc1ccc(Cl)cc1Cl)Nc1nc([C@@H]2O[C@H](CO)[C@@H](O)[C@H](O)[C@H]2O)cs1,-1%
O=C(COC(=O)C1=Cc2ccccc2OC1)NCc1ccc(F)cc1,-2%
CCCCC1(CC(=O)OCC)SCCN1C(N)=O (centres undefined),-14%
COc1ccc(C(=O)N2CCOC2CNC(=O)C(=O)NCc2ccccn2)cc1 (centres undefined),-13%
O=C1c2ccccc2-c2ccccc2NC1O (centres undefined),11%
COc1cccc(S(=O)(=O)N(C)C[C@H]2OCc3cn(nn3)CCCC(=O)N([C@H](C)CO)C[C@@H]2C)c1,11%
Cc1ccc(N(CC(=O)N2CCCCCC2)S(C)(=O)=O)c(C)c1,-14%
O=C(NC1CCCCC1)c1ccc2ccccc2c1O,15µM*
COc1cc(/C=C/CNC[C@H]2O[C@@H](n3ccc(N)nc3=O)[C@H](O)[C@@H]2O)ccc1O,-9%
COc1ccc(C2=Nc3ccccc3NC(=O)C2N(CCc2cc(OC)cc(OC)c2)C(C)=O)cc1 (centres undefined),?
C[C@@H]1CN([C@@H](C)CO)C(=O)CCCn2nncc2CO[C@H]1CN(C)S(=O)(=O)c1ccc(F)cc1,?
CC(C)C[C@H]1COc2cc(N3CC[C@@H](O)C3)ccc2S(=O)(=O)N1,-23%
CC1=CC(C)(C)NC(=S)N1c1cccc(Cl)c1,?
CC(=O)NC(c1ccccc1)c1nc(-c2cccc(C#N)c2)cs1 (centres undefined),?
O=C(/C=C/c1ccccc1)COC(=O)c1ccccc1,9.2µM*
CC(CC(=O)O)NCC1COc2ccccc2O1 (centres undefined),-1%
COc1cc2c(NC3CCN(C)CC3)nc(N3CCCN(C)CC3)nc2cc1OCCCCCN,-17%
O=C1NC(=O)C(=CC=Cc2ccccc2)S1,?
Nc1[nH]c(C(=O)c2ccccc2)c(-c2cccnc2)c1C(=O)NC1CCCCC1,?
COc1cc(OC)c(CN2CCOc3ccc(CN4CCC(O)CC4)cc3C2)c(OC)c1,23µM*
Cc1cc2nc(NC(=O)C3(C)CCN(C)C3)[nH]c2cc1C (centres undefined),-10%
COc1ccc(-c2noc3c2-c2nc(-c4ccccc4)sc2CC3)cc1,-18%
CCCCN1CC(COCc2ccccc2)Oc2cccc(OCCN3C(=O)[C@@H]4[C@H](C3=O)C3C=C[C@H]4C3)c2S1(=O)=O (some centres undefined),?
CCOC(=O)N1CCN(Cc2ccc3c(c2)CN(C(=O)c2noc4c2CCCC4)CCO3)CC1,21µM*
CCOC(=O)c1cc2c(c(CCO)n1)[C@@H](CCO)N(S(=O)C(C)(C)C)C2 (some centres undefined),15%
Cc1ccc(NC(=O)c2cc3c([nH]c2=O)CC(C)(C)CC3=O)cc1,-24%
Cc1ccccc1-n1nc2c(c1NC(=O)C1CC1)CS(=O)(=O)C2,-3%
CC1CCCN(CC(=O)Nc2ccc(S(=O)(=O)N3C(C)CCCC3C)cc2)C1 (centres undefined),16µM*
Cc1c(C(=O)NCCC2CCCN2C)cnn1-c1nccc(-c2ccccc2F)n1 (centres undefined),-16%
O=[N+]([O-])c1cc(Br)ccc1C[n+]1ccccc1,3%
Cc1ccc(NC(=O)c2nc[nH]c2C(=O)Nc2ccccc2F)cc1,?
CN(C)CC/C=C1\c2cc(Cl)ccc2Sc2cc(F)c(F)cc21,23µM*
CCc1nc2c(OCC(=O)C(C)(C)C)cccn2c1N(C)C(=O)c1ccc(C)cc1,?
OC(c1ccccc1)(c1nc(-c2ccc(F)c(Cl)c2)cs1)C(F)(F)F (centres undefined),16µM*
CC(C)CNC(=O)c1cc2nc(C3CC3)cc(C(F)(F)F)n2n1,?
COC(=O)[C@@H]1CCCN1S(=O)(=O)Cc1ccccc1,-6%
C[C@H]1O[C@H](O[C@H]2[C@H](O)[C@@H](O)[C@@H](O[C@H]3[C@H](O)[C@@H](O)[C@H](O)O[C@@H]3CO)O[C@@H]2CO)[C@H](O)[C@@H](O)[C@@H]1N[C@H]1C=C(CO)[C@@H](O)[C@H](O)[C@H]1O,11%
COc1ccc(CN2CCN(C(=O)c3ccccc3C(=O)c3ccccc3)CC2)cc1F,?
COC(=O)c1ccc2nc3c(cc2c1)[C@@H]1CCN2C(=O)CCC[C@H](C3)[C@H]12,-1%&-9%

# Another view of some results above.
molecule	TDP1 cell noCPT
COc1cccc(S(=O)(=O)N(C)C[C@H]2OCc3cn(nn3)CCCC(=O)N([C@H](C)CO)C[C@@H]2C)c1	11%
CC(C)(C)S(=O)(=O)N1Cc2cc(=O)n(Cc3ccccc3)c(CCO)c2[C@H]1CCO	-5%

# (continued)
SMILES,TDP1 cell noCPT
CC1=C(C(=O)N(C)C)CC(CC(=O)NCc2cccc3ccccc23)C(=O)N1CCCN1CCCC1=O (centres undefined),16%
C#CCNC(=O)C[C@@H]1C[C@@]2(C(=O)OCC)CCCC=C2N(CCCCCCCC)C1=O,13µM*
O=C(COc1ccccc1C(=O)Nc1cccnc1)Nc1ccc(Br)cc1,?
O=C(OC(c1ccccc1)c1nccc2ccccc12)c1ccccc1 (centres undefined),-1%
CCCC(=O)N1CCC1(C)C(=O)NCc1ccc(C(C)C)cc1 (centres undefined),-8%
COc1cc(OC)cc(C(=O)NCC2Cc3cccc(-c4nc(C)cnc4C)c3O2)c1 (centres undefined),-13%
CCOC(=O)CNC(=O)C(Cc1ccccc1)NS(=O)(=O)c1ccc2c(c1)CCC(=O)N2 (centres undefined),-8%
O=C(NCc1ccncc1)C(=O)NCC1OCCN1S(=O)(=O)c1cc(F)ccc1F (centres undefined),-12%
CC(C)CNC(=O)C1Nc2ccc(C(F)(F)F)cc2C2C=CCC12 (centres undefined),-29%
COc1cc(=O)n2c(c1C(=O)N(C)Cc1cscn1)CCN(C(=O)c1ccc(C)cc1C)CC2,-6%
CC(=O)c1cccc(NC(=O)COC(=O)c2ccccc2OCc2cccc(Br)c2)c1,-22%
Cc1cn([C@H]2C[C@H](O)[C@@H](CNCc3ccc4ncccc4c3)O2)c(=O)[nH]c1=O,-18%
Cc1nn(C2CC(O)C(O)C(CO)O2)c(=O)[nH]c1=O (centres undefined),-6%
O=C(OCc1ccccc1)N1CCCCC1c1c(Cl)cccc1Br (centres undefined),?
C[C@@]12CCC[C@H]1[C@@H]1CC[C@H]3C[C@@H](O)CC[C@]3(C)[C@H]1CC2,12%

# Among those listed so far, these have bromine.
SMILES,TDP1 cell noCPT
COc1ccc(NC(=O)c2ccc(COc3ccccc3Br)o2)c(OC)c1,?
CC(C)(C)Cc1c(-c2ccc(Cl)cc2)nc2ccc(Br)cn12,?
Cc1ccc(-n2nnnc2-c2ccccc2Br)cc1,-24%
O=[N+]([O-])c1cc(Br)ccc1C[n+]1ccccc1,3%
O=C(COc1ccccc1C(=O)Nc1cccnc1)Nc1ccc(Br)cc1,?
CC(=O)c1cccc(NC(=O)COC(=O)c2ccccc2OCc2cccc(Br)c2)c1,-22%
O=C(OCc1ccccc1)N1CCCCC1c1c(Cl)cccc1Br (centres undefined),?

# Carrying on:
SMILES,TDP1 cell noCPT
O=C1NC[C@H](c2ccccc2)N(CCCCC2CCCCC2)C1=O,-24%
O=c1[nH]c(=S)[nH]cc1Oc1ccccc1,-3%
Cc1ccc(S(=O)(=O)N2CCN(C(=O)COC(=O)c3nc(Cl)ccc3Cl)CC2)c(C)c1,0%
Cc1ccc(NCSc2ccc(Cl)cc2)cc1,?
COCCNC(=O)C1(C)CCN(C(=O)c2oc3ccccc3c2C)C1 (centres undefined),0%
O=C(NCCCO)C12CC3CC(CC(C3)C1)C2,-2%
c1ccc2c(c1)-c1ccccc1C2N1CCOCC1,-8%
CC(C)CC1C(=O)N(Cc2cn(CCC3OCCCO3)nn2)CCS(=O)(=O)N1Cc1ccc(-c2ccccc2)cc1 (centres undefined),?
CNC[C@@H]1Oc2cc(Br)ccc2S(=O)(=O)N([C@@H](C)CO)C[C@@H]1C,0%
CC(C)Nc1nc(Nc2ccc(F)cc2)c2sccc2n1,?
CCN(CC(=O)Nc1c(F)cccc1F)C(=O)C1CCN(S(=O)(=O)c2ccccc2C(=O)OC)CC1,-19%
Cn1c(=O)c(-c2cccc(Cl)c2)c(O)c2ccccc21,-2%
CCOC(=O)[C@]12CCC=C1N(Cc1ccco1)C(=O)[C@H](CC(=O)NCc1cccs1)C2,-5%
Cc1ccc(S(=O)(=O)Nc2ccc3c(c2)C(=O)N([C@H](C)CO)C[C@H](C)[C@H](CN(C)C(=O)Nc2cccc4ccccc24)OCCCC[C@@H](C)O3)cc1,15µM*
CC(NC(=O)Cc1cccs1)C(c1cccs1)N1CCN(c2ccccc2)CC1 (centres undefined),?
CN(Cc1ccccc1)C(=O)c1csc([C@@H]2C[C@H](O)[C@@H](CO)O2)n1,-1%
COc1ccc(CC(=O)Nc2ccc(S(=O)(=O)Nc3cc(C)nc(C)n3)cc2)cc1OC,-17%
CCC(=O)N1CCC(C)(C(=O)Nc2nccc3ccccc23)C1 (centres undefined),-18%
COc1cccc(CN(C)C(=O)c2ccc(Cl)c(S(=O)(=O)N3CCCCCC3)c2)c1OC,?

# Source: PubChem BioAssay

# The list is partial; the hit share may differ from the screen's.
